JMJD2A Tudor – qHTS Assay for Inhibitors of JMJD2A-Tudor Domain; Lysine-specific demethylase 4A (Homo sapiens), O75164; AID 504339, 2011; 390,000 tested, 4.4% active; Potency, µM (doses to about 114 µM), for inactives: at the highest dose activity change, negative = inhibition, most hits filed as inhibitors; AlphaScreen JMJD2A-Tudor / H3K4me3 peptide binding; also: % is scaled to controls: 0 for no effect and ±100 for the full control effect; nearly all actives have a fitted effect of over 50% in size
PGK inhibitor – qHTS Assay to Find Inhibitors of Phosphoglycerate Kinase. 380,000 tested, 0.043% active. Potency, µM (doses to about 57.5 µM), for the others: at the highest dose activity change, negative = inhibition, hits mostly inhibitors. PGK/GAPDH coupled, Kinase-Glo luminescence, 60 min; also: % is scaled to controls: 0 for no effect and ±100 for the full control effect; nearly all actives have a fitted effect of over 60% in size
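Recombinant glycosomal PGK reaction used 1,3-bisphosphoglycerate generated in-well by GAPDH (100nM final) in 100mM TEA pH 7.6, 5mM MgCl2, 0.01% Tween-20. After 60 minutes at room temperature, ATP was read by Kinase-Glo Plus luminescence end-point.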
Pol iota inh – qHTS for Inhibitors of Polymerase Iota | DNA polymerase iota (Homo sapiens), Q9UNA4 | Pol iota fluorescent replication assay, 10 min | Potency, µM (doses to about 115 µM), for the others: at the highest dose activity, negative = inhibition, usual class: inhibitors | 390,000 tested, 1% active
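Fluorescent replication assay read twice, at 0 min and 10 min after adding 50 nM (final) substrate. Enzyme (10 nM) and compounds were first incubated 15 min at room temperature; enzyme-free buffer wells were negative controls.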
BLM helicase inh – qHTS Assay for Inhibitors of Bloom's syndrome helicase (BLM); Potency, µM (doses to about 56.1 µM), without a hit: top-dose activity change, negative = inhibition, most hits filed as inhibitors; 350,000 tested, 0.2% active; recombinant BLM DNA unwinding, fluorescence dequenching; RecQ-like DNA helicase BLM (Homo sapiens), P54132;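 also: plate controls were vehicle for no effect and no enzyme for full effect; nearly all actives have a fitted effect of over 35% in size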
Pin1 inhibitor – qHTS Assay to Find Inhibitors of Pin1; Pin1 FP peptide displacement, HiFluor488, 10 min; 390,000 tested, 0.009% active; AID 504891, 2011; Potency, µM (top dose mostly 115 µM), for the others: at the top dose activity, negative = inhibition, usual class: inhibitors; Peptidyl-prolyl cis-trans isomerase NIMA-interacting 1 (Homo sapiens), Q13526; active = well fitted inhibition curve with a large enough effect in the polarisation, with a control signal flat, not every such curve was filed as active; inconclusive = small, poorly fitted or top-dose-only effect, or effect the other way, or a change in a side signal; inactive = no such curve, though single readings can be large or run the other way; the % refers to the polarisation; also: % is scaled to controls: 0 for no effect and ±100 for the full control effect
Target sequence (Q13526 whole entry, looked up): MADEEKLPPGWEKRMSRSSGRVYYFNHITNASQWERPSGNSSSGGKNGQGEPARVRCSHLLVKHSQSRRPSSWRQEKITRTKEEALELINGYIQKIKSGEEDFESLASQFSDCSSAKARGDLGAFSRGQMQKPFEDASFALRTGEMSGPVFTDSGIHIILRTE
BAZ2B block – qHTS Assay for Inhibitors of BAZ2B. Bromodomain adjacent to zinc finger domain protein 2B (Homo sapiens), Q9UIF8. AlphaScreen BAZ2B-H3K14Ac peptide displacement. Potency, µM (highest dose often 114 µM), inactives show at the top dose activity change, negative = inhibition, most hits filed as inhibitors. 360,000 tested, 4.4% active. AID 504333, 2011; also: % is scaled to controls: 0 for no effect and ±100 for the full control effect; nearly all actives have a fitted effect of over 60% in size
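Multi-concentration screen (max 110 uM) measuring displacement of acetylated histone H3 peptide from BAZ2B by AlphaScreen, using 50 nM protein, 50 nM peptide and 10 ug/mL streptavidin donor plus Ni-chelate acceptor beads.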
HP1b chromo inh – HTS for Inhibitors of HP1-beta Chromodomain Interactions with Methylated Histone Tails | Chromobox protein homolog 1 (Homo sapiens), P83916 | AlphaScreen HP1-beta / biotin-H3K9me3 peptide binding | Potency, µM (series often up to 114 µM), without a hit: top-dose activity change, negative = inhibition, actives largely listed as inhibitors | 390,000 tested, 0.56% active | AID 540317, 2011; also: nearly all actives have a fitted effect of over 70% in size; inactives centre near 23
Target sequence (P83916 whole entry, looked up): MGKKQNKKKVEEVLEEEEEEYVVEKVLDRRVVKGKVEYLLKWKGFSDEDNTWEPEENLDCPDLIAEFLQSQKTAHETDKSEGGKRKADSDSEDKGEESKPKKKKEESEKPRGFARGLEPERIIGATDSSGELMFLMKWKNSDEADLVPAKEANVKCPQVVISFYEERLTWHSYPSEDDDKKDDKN
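Compound inhibition of the preformed complex between 50 nM HP1-beta and 50 nM biotinylated H3K9me3 peptide was read by AlphaScreen. Buffer was PBS pH 7.4 with 0.01% Tween-20. Incubations ran 30 min at room temperature, with 10 ug/mL donor/acceptor beads.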
GLS inhibitor – qHTS for Inhibitors of Glutaminase (GLS); Glutaminase kidney isoform, mitochondrial (Homo sapiens), O94925; GLS enzymatic activity, qHTS titration; Potency, µM (doses to about 45.5 µM), for inactives: at the top dose activity change, negative = inhibition, actives largely listed as inhibitors; 410,000 tested, 0.21% active; also: % is scaled to controls: 0 for no effect and ±100 for the full control effect
Target sequence (O94925 whole entry, looked up, canonical isoform): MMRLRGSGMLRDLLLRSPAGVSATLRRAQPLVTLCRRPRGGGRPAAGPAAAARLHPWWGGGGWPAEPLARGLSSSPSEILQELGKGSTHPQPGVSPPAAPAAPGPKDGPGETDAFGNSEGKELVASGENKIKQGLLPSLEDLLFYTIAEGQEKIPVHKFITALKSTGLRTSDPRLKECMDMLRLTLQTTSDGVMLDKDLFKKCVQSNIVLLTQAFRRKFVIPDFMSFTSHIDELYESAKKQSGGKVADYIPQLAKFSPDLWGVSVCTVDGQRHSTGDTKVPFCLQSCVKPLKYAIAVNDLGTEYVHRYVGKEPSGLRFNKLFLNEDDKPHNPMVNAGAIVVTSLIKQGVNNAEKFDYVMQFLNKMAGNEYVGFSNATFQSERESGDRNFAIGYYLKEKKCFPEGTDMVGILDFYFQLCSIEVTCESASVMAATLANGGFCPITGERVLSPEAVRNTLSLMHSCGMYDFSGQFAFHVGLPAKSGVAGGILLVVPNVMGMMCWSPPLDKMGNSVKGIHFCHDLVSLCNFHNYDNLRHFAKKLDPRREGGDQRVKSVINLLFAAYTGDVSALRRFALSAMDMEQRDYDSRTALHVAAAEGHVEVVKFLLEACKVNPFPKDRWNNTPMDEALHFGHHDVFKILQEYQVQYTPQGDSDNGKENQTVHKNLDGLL
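Coupled fluorescence readout: glutamate oxidase/HRP/Amplex Red detect glutamate formed by hKGA from L-glutamine (1 mM solution added). Buffer 45 mM KH2PO4 pH 8.2, 0.02% Tween-20; reads at t0 and 30 min RT.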
G9a inh – qHTS Assay for Inhibitors of Histone Lysine Methyltransferase G9a; Histone-lysine N-methyltransferase EHMT2 (Homo sapiens), Q96KQ7; G9a H3K9 monomethylation, AlphaScreen, 2 h; Potency, µM (doses to about 102 µM), for inactives: at the highest dose activity, negative = inhibition, actives largely listed as inhibitors; 350,000 tested, 8.8% active; AID 504332, 2011; also: % is scaled to controls: 0 for no effect and ±100 for the full control effect; nearly all actives have a fitted effect of over 75% in size
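Enzyme 20 nM + cpd, 15 min RT; add b-H3K9 pep 500 nM / SAM 20 uM; 2 h RT; anti-H3K9me1 Ab 0.5 ug/mL + SA donor / anti-rabbit acceptor beads 20 ug/mL each, 10 min; AlphaScreen read.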
Active calls of the source: *; i = inactive; ? = inconclusive; nt = not tested or not shown; [ ] = another dose, or the depositor's remark. Unless noted, calls follow the shape of the dose curve; as a rule, active = well fitted curve in the direction sought with a large enough effect; inconclusive = small, poorly fitted or top-dose-only effect, or another doubt; inactive = no such curve, though single readings can be large; an effect the other way counts as inactive or inconclusive. Potency is read from the fitted curve at half-maximal effect. The list is partial; rates above refer to the full screens.

Pol iota inh	PGK inhibitor	G9a inh	Pin1 inhibitor	GLS inhibitor	HP1b chromo inh	BAZ2B block	JMJD2A Tudor	BLM helicase inh	mol
8%	-9%	nt	-7%	-10%	43%[activator]	6%	-1%	1%	OC[C@@H]1CCCN1Cc1nc(-c2cccs2)no1
163%[activator]	-9%	-1%	-2%	7%	18%	-14%	-6%	-3%	O=C(Nc1cccc2ccccc12)NC1CCCCC1
?	-8%	nt	0%	-2%	13%	nt	-35%	nt	CCCN=C1N(C)C[C@@H]2[C@@H]3C(=O)N(Cc4ccccc4)C(=O)[C@@H]3[C@](CC)(C(=O)OC)N12
19%	-1%	nt	10%	-4%	100%[activator]	nt	12%	nt	Cc1ccc(C)c(N2CCN(C(=O)CCc3nc(-c4ccccc4C)no3)CC2)c1
-12%	-4%	7%[59 µM]	23%	-1%	14%	0%	-8%	-9%	Cc1ccc(C)c(S(=O)(=O)N2CCN(C(C(=O)Nc3ccc(F)cc3)c3ccccc3)CC2)c1 (stereo unspecified)
43%[activator]	-1%	-7%[12.7 µM]	3%	0%	50%[activator]	-4%	-13%	-3%	CC(=O)Nc1ccc(OCC[n+]2cccc(C(N)=O)c2)cc1
-1%	-8%	4%	5%	3%	5%	1%	-7%[11.4 µM]	0%	CN(C)c1nc2ncn(Cc3ccccc3)c2c(=O)[nH]1
2%	-2%	79µM*	-7%	18%	-3%	-39%	-32%	-1%	CCOC(=O)c1c(N)sc2c1C1CCN2CC1
?	-10%	-46%	12%	-7%	26%[57 µM]	-23%	18µM*	-15%	COc1ccc(C)cc1Nc1nc(C)nc2c1oc1ccccc12
26%	-6%	-25%	-8%	12%	-5%	2%	-19%	-3%	O=C(c1ccc(N2CCCS2(=O)=O)cc1)N1CCN(c2ccc(F)cc2)CC1
4%	-3%	13%[59 µM]	3%	-8%	28%	-5%	-12%	0%	CCCCCc1nnc(NC(=O)Cn2cnc3ccccc3c2=O)s1
18%	-6%	-15%	-5%	0%	-4%	-14%	-14%	-5%	O=C(c1cccc(OC2CCN(Cc3ccc(F)cc3Cl)CC2)c1)N1CCCC1
89µM*	-15%	32µM*	-6%	-11%	12%	?	20µM*	-3%	C=CCOc1c(Br)cc(/C=C2/C(=O)ON=C2C)cc1OC
-13%	-4%	nt	5%	6%	-5%	-33%	-20%	-7%	COc1cc(C2NC(=O)NC(c3ccccc3)=C2C(C)=O)c(Br)c(Br)c1O (stereo unspecified)
?	i	45µM*	0%	0%	-2%	-3%	-31%	-4%	Cc1ccc(S(=O)(=O)c2nc(-c3ccccc3)oc2SCC(=O)NCC2CCCO2)cc1 (stereo unspecified)
2%	0%	-6%[59 µM]	10%	1%	37%	nt	-17%	-3%	Cc1ccc(S(=O)(=O)N2CCN(S(=O)(=O)c3ccc(C)cc3)C3OCCOC32)cc1 (stereo unspecified)
12%	-4%	-8%	16%	8%	70%[activator]	25%	-7%	-7%	CN(C)c1cccc(C(=O)OCC(=O)Nc2ccccc2Sc2ccccc2)c1
30%[activator]	-6%	-9%[59 µM]	-9%	-10%	-10%	9%	1%	2%	CC1CCN(S(=O)(=O)c2ccc3c(c2)N(CC(=O)NC(C)C)C(=O)CO3)CC1
4%	-3%	19%	2%	-3%	24%	1%	-20%	-6%	Cc1cc(N)nc(C)c1C#N
-8%	8%	8%[59 µM]	-2%	8%	22%	-4%	-6%	-2%	CCOc1ccc(C(=S)N2CCCC2)cc1OC
43%[activator]	2%	40µM*	23%	2%	5%	-33%	-16%	-5%	COc1cc2c(cc1OC)C(C)N(CC(=O)Nc1ccc(S(=O)(=O)N3CCCC3)cc1)CC2 (stereo unspecified)
-29%	-1%	nt	3%	10%	56%[activator]	nt	-27%	nt	COc1cccc2sc3cc(NCc4ccc(C)o4)ccc3c(=O)c12
115%[activator]	1%	-4%	10%	-3%	11%	-20%	-13%	1%	Cc1cc(C(=O)Nc2nccs2)c2cc(F)ccc2n1
4%	i	-4%	11%	-4%	42%[activator]	10%	-5%	nt	COC(=O)c1ccc2c(=O)[nH]c(COC(=O)CCC(=O)c3ccc(Cl)cc3)nc2c1

Part of the list above, showing only GLS inhibitor, Pin1 inhibitor and PGK inhibitor:
structure | GLS inhibitor | Pin1 inhibitor | PGK inhibitor
COc1cc2c(cc1OC)C(C)N(CC(=O)Nc1ccc(S(=O)(=O)N3CCCC3)cc1)CC2 (stereo unspecified) | 2% | 23% | 2%
COc1cccc2sc3cc(NCc4ccc(C)o4)ccc3c(=O)c12 | 10% | 3% | -1%
Cc1cc(C(=O)Nc2nccs2)c2cc(F)ccc2n1 | -3% | 10% | 1%

Carrying on:
Pol iota inh	PGK inhibitor	G9a inh	Pin1 inhibitor	GLS inhibitor	HP1b chromo inh	BAZ2B block	JMJD2A Tudor	BLM helicase inh	mol
-10%[58.9 µM]	i	nt	-9%	-7%	24%	12%	-23%	1%	COc1cccc(C2=NOC(C(=O)Nc3cccc(C(C)=O)c3)C2)c1 (stereo unspecified)
29%	-2%	-20%	-3%	4%	14%	1%	-4%	nt	COCCN(C(=O)COC(=O)/C=C/c1ccc(C(F)(F)F)cc1)c1c(N)n(Cc2ccccc2)c(=O)[nH]c1=O
23%	i	13%	?	-14%	-5%[57 µM]	-20%	-33%	-11%	Nc1nonc1-n1nnc(C(=O)N/N=C/c2cc(Br)ccc2O)c1CNc1ccccc1
10%	-3%	22%	-4%	-8%	4%	11%	-29%[11.4 µM]	-2%	CC(C(=O)N1CCN(C=O)CC1)N1C(=O)c2ccccc2C1=O (stereo unspecified)
?	-12%	?	2%	-11%	5%	50µM*	?	-17%	Cc1ccc(S(=O)(=O)N/N=C\c2ccc(C)o2)cc1
5%	-1%	5%[12.7 µM]	-2%	9%	40%[activator]	15%	-19%	nt	Cc1ccc(S(=O)(=O)N2CCCCC2)cc1NC(=O)CNc1ccccc1N1CCCC1=O
0%	2%	?	-2%	4%	12%	-1%	-11%	nt	Cc1ccc(CN2CC(C(=O)Nc3ccc(C)cn3)CC2=O)cc1 (stereo unspecified)
26%	3%	17%	3%	6%	23%	-3%	-9%	0%	Cc1c(C(=O)NCCN2CCOC2=O)oc2c(F)cccc12
23%	9%	-27%[59 µM]	?	24%	27%	-18%	-16%	-3%	O=C(COc1ccc(Br)cc1)N1CCN(c2ccccc2)CC1
-8%	-5%	-8%	0%	23%	24%	20µM*	56µM*	0%	CC(=O)NC(c1ccco1)c1ccc2cccnc2c1O (stereo unspecified)
21%	-2%	-8%	-9%	0%	14%	nt	-12%	-2%	Cc1noc(C)c1COc1ccc(C(=O)Nc2ccccc2)cc1
29%	i	16%	18%	-2%	107%[activator]	-4%	9%	-1%	Cc1ccc(-c2cccc(OC(=O)c3ccccc3F)c2)cc1
5%	-11%	-2%	2%	-7%	31%	nt	-11%[57.1 µM]	0%	O=C(Cc1ccc([N+](=O)[O-])cc1)N1CCCCCC1
66%[activator]	8%	nt	3%	-4%	26%	-9%	-4%	0%	O=C(Nc1ccnn1C1CCN(Cc2cccc(OCCO)c2)CC1)C1CCCC1
7%	-3%	?	1%	-1%	31%	-22%	-16%	-12%	Cc1nn(Cc2c(F)c(F)c(F)c(F)c2F)c(C)c1NC(=O)c1ccc(COc2ccc(Cl)cc2Cl)o1
11%	-5%	nt	-3%	25%	19%	15%	?	-5%	Cc1nc(Nc2cc(F)ccc2C)c2nnn(Cc3ccccc3)c2n1
111%[activator]	-6%	20%	1%	4%	-1%	-24%	-15%	-2%	NC(=O)c1nsc(C(=O)N(CC(=O)NC2CCCCC2)c2ccc(Cl)cc2)c1N
8%	-2%	24%	5%	-7%	0%	-14%	-20%	-4%	COc1cc(OC)c(NS(=O)(=O)c2cn(C)cn2)cc1Cl
6%	-9%	6%[59 µM]	0%	2%	22%	3%	-10%	0%	CC(=O)NCCNC(=O)CCCn1c(=O)[nH]c2ccsc2c1=O
15%	0%	?	9%	-5%	-7%	?	-27%	-4%	Oc1ccc(/C=N/n2c(-c3ccco3)csc2=Nc2cccnc2)c(O)c1
9%	4%	-44%	-6%	-5%	47%[activator]	-20%	-14%	-5%	CN(Cc1cc2ccccc2[nH]c1=O)C(=O)COc1ccccc1
58%[activator]	-9%	nt	1%	15%	?	nt	50µM*	nt	O=[N+]([O-])c1ccccc1N=Nc1ccc(O)cc1
11%	2%	nt	-4%	2%	24%	nt	0%	nt	O=C(COc1ccc(-c2nnco2)cc1)N1CCOCC1
-10%	-4%	7.1µM*	2%	25%	-8%	-1%	?	0%	COc1ccc(OCCN(C)Cc2c(O)ccc3ccccc23)cc1
-9%	-21%	17%[12.7 µM]	6%	-23%	118%[activator]	38%	25%[11.4 µM]	-2%	COc1ccccc1OCc1nc2ccccc2s1
0%	i	12%[59 µM]	-1%	2%	27%	24%	-5%	-5%	COc1ccc(N2C(=O)CCC(C(C)=O)=C2C)cc1
19%	nt	?	6%	-3%	20%	-3%	-4%	-2%	CC(Cc1cccs1)N(Cc1ccc(Cl)cc1)C(=O)c1ccncc1 (stereo unspecified)
-8%	-3%	?	-7%	15%	-17%	?	-32%	-3%	CCCC1Cc2c(sc(N)c2C#N)CO1 (stereo unspecified)
5%	-2%	-8%[59 µM]	-3%	0%	44%[activator]	3%	-1%	-2%	O=C(Nc1cc(C(=O)N2CCCC2)ccc1N1CCCC1)C1CC1
